AmpC det inh: inhibitors of E. coli AmpC beta-lactamase with detergent; P00811; purified AmpC, nitrocefin hydrolysis with detergent; Potency, µM (titrated, usually from 28.7 µM), for inactives: at the top dose activity change, negative = inhibition; 0.09% of 71,000 active; AID 584; active = well fitted curve in the direction sought with a large enough effect
Target sequence (P00811 whole entry, looked up): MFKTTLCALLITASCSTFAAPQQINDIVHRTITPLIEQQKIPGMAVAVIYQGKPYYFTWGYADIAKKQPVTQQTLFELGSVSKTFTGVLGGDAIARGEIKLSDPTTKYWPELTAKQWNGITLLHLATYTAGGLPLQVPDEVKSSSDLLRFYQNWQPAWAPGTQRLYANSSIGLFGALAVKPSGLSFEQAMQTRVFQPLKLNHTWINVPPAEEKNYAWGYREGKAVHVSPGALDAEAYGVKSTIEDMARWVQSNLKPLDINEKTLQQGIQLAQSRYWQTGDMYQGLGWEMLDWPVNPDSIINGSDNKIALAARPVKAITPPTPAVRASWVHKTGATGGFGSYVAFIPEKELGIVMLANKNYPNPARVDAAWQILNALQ
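E. coli AmpC (5.3 nM) in 20 mM phosphate pH 7.0 with 0.01% Triton X-100, preincubated 15 min RT with compound; nitrocefin (2 uL of 800 uM stock) hydrolysis followed by 480 nm absorbance every 20 s over 4 min.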
The depositor's hits bear a star; [ ] = dose if it differs, or a comment. % is scaled to controls: 0 for no effect and ±100 for the full control effect; potency is read from the fitted curve at half-maximal effect. A portion of the library, so the mix of outcomes need not match the whole.

| canonical_smiles | AmpC det inh |
| --- | --- |
| Cn1nnnc1Sc1ncnc2scc(-c3ccccc3)c12 | -4% |
| Cc1cccc(N2CCN(C(=O)C3CCCN(S(=O)(=O)c4c(C)noc4C)C3)CC2)c1C (stereo unspecified) | 13% |
| CCOC(=O)c1c(NC(=O)CSc2nnc(Cc3csc(N)n3)n2C)sc(C)c1C | -1% |
| O=C(COC(=O)c1cc2ccccc2o1)c1ccccc1 | -4% |
| CCCn1c(C)cc(=O)c2cc(NC(=O)c3cnccn3)ccc21 | -5% |
| Cc1ccc(S(=O)(=O)N2CCN(C(=O)CCC(=O)N3CCc4ccccc43)CC2)cc1 | -4% |
| CSCCC(NC(=O)CCN1C(=O)c2ccccc2C1=O)C(=O)O (stereo unspecified) | 9% |
| Cc1cc(C(=O)CSc2nnc(-c3ccccc3)n2-c2ccccc2)c(C)n1-c1ncn[nH]1 | -8% |
| Cc1ccc(CN2C(=O)CCC2C(=O)NCc2ccco2)cc1 (stereo unspecified) | -6% |
| O=C(CN(Cc1ccccc1)C(=O)CCC(=O)Nc1ccccn1)NCc1ccco1 | 8% |
| CCNc1ncc2nc(CCc3ccccc3)c(=O)n(C)c2n1 | 3% |
| CCOC(=O)c1c(NC(=O)CSc2nnc(C)s2)sc2c1CCN(C)C2 | -8% |
| O=C(Nc1ccccc1)NC1(C(=O)N2CCN(c3ncccn3)CC2)CCCCC1 | 9% |
| COc1ccc2cc(CN(Cc3cccnc3)S(=O)(=O)c3ccccc3)c(=O)[nH]c2c1 | -3% |
| COC(=O)C1=C(C)Nc2ncnn2C1c1ccccn1 (stereo unspecified) | -1% |
| COc1ccc(C(=O)N2CCC3(CC2)CCN(c2ncccn2)CC3)cc1 | 2% |
| CCCOc1cccc(C(=O)N(Cc2ccco2)C2CCS(=O)(=O)C2)c1 (stereo unspecified) | 13% |
| C=COCCNC(=O)Nc1ccc(Cl)c(Cl)c1 | 10% |
| Cn1c(CN2CCCCC2)c(C#N)c2ccccc21 | -5% |
| CS(=O)(=O)n1nc(C(=O)N2CCOCC2)nc1N | 10% |

Structures above with an aryl methoxy group, in the order listed:
| canonical_smiles | AmpC det inh |
| --- | --- |
| COc1ccc2cc(CN(Cc3cccnc3)S(=O)(=O)c3ccccc3)c(=O)[nH]c2c1 | -3% |
| COc1ccc(C(=O)N2CCC3(CC2)CCN(c2ncccn2)CC3)cc1 | 2% |

The listing continues:
| canonical_smiles | AmpC det inh |
| --- | --- |
| NC(=O)c1ccsc1NC(=O)C1CCCN1S(=O)(=O)c1ccc(Cl)cc1 (stereo unspecified) | -4% |
| CCOC(=O)N1CCN(C(=O)CCN2C(=O)COc3ccc(C)cc32)CC1 | -4% |
| CC(C)(OOC(C)(C)c1ccccc1)c1ccccc1 | 2% |
| C=CCNC(=O)NC(=S)c1ccccc1 | -5% |
| O=S1(=O)N=C(N2CCOCC2)c2ccccc21 | 0% |
| COc1cccc(NC(=O)c2oc3ccccc3c2NC(=O)c2ccc3c(c2)OCO3)c1 | -3% |
| Cc1nc2cnc(N3CCNCC3)nc2n(CCC#N)c1=O | -1% |
| COCCCNS(=O)(=O)c1ccc(OC)c(Cl)c1Cl | -4% |
| Cn1c(=O)c2[nH]c(CNCc3ccccc3Cl)nc2n(C)c1=O | -4% |
| N[C@H](C(=O)O)C1[C@H](C(=O)O)[C@H]1C(=O)O (stereo partly specified) | 0% |
| COCCSc1nc2c(c(=O)[nH]c(=O)n2C)n1Cc1cccc(C)c1 | 11% |
| Cc1[nH]nc2c1C(c1ccc(Cl)cc1)C(C#N)=C(N)O2 (stereo unspecified) | 2% |
| COCCNS(=O)(=O)c1ccc(-c2ccc(S(=O)(=O)NCCOC)cc2)cc1 | 8% |
| O=S1(=O)CCN2C(c3ccc4c(c3)CCCC4)=CSC2=N1 | -2% |
| CCOC(=O)c1ccc2c(c1)N(CC(=O)N1CCCC1)C(=O)C(C)(C)O2 | 18% |
| COC(=O)c1cc(Cl)c(N)cc1OC | -4% |
| C[C@@H](COc1ccccc1)N(CCCl)Cc1ccccc1 | -3%[12.8 µM] |
| Cc1ccccc1N1C(=O)C(Cl)=C(N2CCCCCC2)C1=O | 12% |
| CCOC(=O)NC(CC(=O)O)c1ccc(OC)cc1 (stereo unspecified) | 22% |
| C=CCn1c(SCC(=O)Nc2ccc3c(c2)OCO3)nnc1-c1ccccc1OC | 0% |

Ordered by heavy-atom count (high to low): 13 of the compounds above
| canonical_smiles | AmpC det inh |
| --- | --- |
| COc1cccc(NC(=O)c2oc3ccccc3c2NC(=O)c2ccc3c(c2)OCO3)c1 | -3% |
| C=CCn1c(SCC(=O)Nc2ccc3c(c2)OCO3)nnc1-c1ccccc1OC | 0% |
| COCCNS(=O)(=O)c1ccc(-c2ccc(S(=O)(=O)NCCOC)cc2)cc1 | 8% |
| CCOC(=O)c1ccc2c(c1)N(CC(=O)N1CCCC1)C(=O)C(C)(C)O2 | 18% |
| COCCSc1nc2c(c(=O)[nH]c(=O)n2C)n1Cc1cccc(C)c1 | 11% |
| Cn1c(=O)c2[nH]c(CNCc3ccccc3Cl)nc2n(C)c1=O | -4% |
| Cc1ccccc1N1C(=O)C(Cl)=C(N2CCCCCC2)C1=O | 12% |
| C[C@@H](COc1ccccc1)N(CCCl)Cc1ccccc1 | -3%[12.8 µM] |
| Cc1[nH]nc2c1C(c1ccc(Cl)cc1)C(C#N)=C(N)O2 (stereo unspecified) | 2% |
| CCOC(=O)NC(CC(=O)O)c1ccc(OC)cc1 (stereo unspecified) | 22% |
| O=S1(=O)N=C(N2CCOCC2)c2ccccc21 | 0% |
| C=CCNC(=O)NC(=S)c1ccccc1 | -5% |
| COC(=O)c1cc(Cl)c(N)cc1OC | -4% |

More results.
| canonical_smiles | AmpC det inh |
| --- | --- |
| CCCc1nnc(SCC(=O)N2CCOCC2)n1Cc1ccco1 | -3% |
| COc1cccc(C=NC=Nc2cccc(OC)c2)c1 | -2% |
| CCOC(=O)N1CCN(C(=O)CSCC(=O)Nc2nc(-c3cccs3)cs2)CC1 | -1% |
| Cc1cc(Cl)ccc1OCC(=O)NCCCN1CCOCC1 | -3% |
| Cc1cc2ccccc2n1CCNC(=O)c1cccs1 | 13% |
| CN(CCNC(=O)CCNC(=O)Cn1ccc2ccccc2c1=O)Cc1ccccc1 | -2% |
| CC(=O)N=c1ncn(CC(COC(C)=O)OC(C)=O)c2nc[nH]c12 (stereo unspecified) | 0% |
| O=C(Nc1cccc(F)c1)NC1CCCCC1 | -5% |
| COc1ccc(NC(=O)c2ccc(N(C)S(C)(=O)=O)cc2)cc1OC | -3% |
| CCCC[C@@H]1C[C@H]1C(NC(=O)c1ccccc1)c1ccccc1C(F)(F)F (stereo partly specified) | -1% |
| CCOC(=O)c1c(NC(=O)CSc2nnnn2C)sc(C)c1-c1ccc(C)cc1 | 1% |
| O=C(CSc1nnc(-c2ccccc2)o1)N1CCc2ccccc2C1 | 0% |
| COc1ccc(N2CCN(C(=O)c3cc4c(-c5cccc(OC)c5)nn(C)c4s3)CC2)cc1 | -4% |
| O=C(O)c1ccc(C(=O)c2ccccc2)c(C(=O)O)c1 | -3%[5.75 µM] |
| CCc1ccccc1NC(=O)CN1CCC(NC(=O)COC)CC1 | -2% |
| COc1cccc(-c2nc(NCc3cccnc3)c3ccccc3n2)c1 | 13µM* |
| O=C(CSc1nnc(-c2cccc(S(=O)(=O)N3CCCCC3)c2)o1)c1ccc[nH]1 | -3% |
| Cc1c(NC(=O)C2(c3ccccc3)CCOCC2)c(=O)n(-c2ccccc2)n1C | -4% |
| CCOc1ccccc1Nc1ncccc1C(=O)N1CCCC1 | 13% |
| O=C(O)CSc1nnc(CNc2cccc(C(F)(F)F)c2)n1Cc1ccco1 | -3% |
| Nc1ccccc1NC(=O)c1ccccc1N | 0% |
| c1ccc(-c2noc(-c3cccc4ccccc34)n2)nc1 | 0% |
| O=c1c(-c2ccccc2)nc2cnc(N3CCNCC3)nc2n1C1CC1 | -3% |
| O=C(Nc1ccccn1)NC12CC3CC(CC(C3)C1)C2 | 0% |
| Cn1c(=O)c2c(SCc3cccc(C(F)(F)F)c3)nc(-c3ccco3)nc2n(C)c1=O | -1% |
| CN1CCN(C(=O)c2ccc(CN3CCOCC3)cc2)CC1 | 6% |
| COc1ccc(Cc2nnc(Nc3ccc(C)cc3C)[nH]c2=O)cc1 | -1% |
| CCOc1ccc(-n2c(Cc3cc(=O)[nH]c(=O)[nH]3)nnc2SCC)cc1 | 15% |
| O=C1CC(c2ccccc2)n2nc(NC(=O)c3ccccn3)nc2N1 (stereo unspecified) | 0% |
| CCCCN(CCCC)S(=O)(=O)c1ccc(OC)c2ncccc12 | -1% |
| N=c1n(-c2ccccc2)c(O)cc(=O)n1-c1ccccc1 | 6% |
| CN(C(=O)Cc1ccc(Cl)c(Cl)c1)[C@H](CN1CCCC1)c1ccccc1 | -2% |
| C[C@@H](CC(=O)O)[C@@H](N)C(=O)O | 1% |
| CCOC(=O)C1=C(O)C(=O)N(c2ccc(S(N)(=O)=O)cc2)C1c1ccc(OC)cc1 (stereo unspecified) | 3% |
| Cc1cccc(N(C)C(=O)CCS(=O)(=O)c2cccc3nonc23)c1 | 4% |
| Cc1[nH]c(=O)[nH]c(=O)c1S(=O)(=O)NCC12CC3CC(CC(C3)C1)C2 | -5% |
| COc1cccc(-c2cc(C(=O)N3CCCCC3C)no2)c1 (stereo unspecified) | 28% |
| COc1cccc2cc(C(=O)C3=C(O)C(=O)N(CCCN(C)C)C3c3ccncc3)oc12 (stereo unspecified) | 0% |
| O=C(O)CSSCC(=O)O | -3%[5.75 µM] |
| O[C@H](c1cc(C(F)(F)F)nc2c(C(F)(F)F)cccc12)[C@H]1CCCCN1 | -2%[12.8 µM] |
| COc1ccc(N(CC(=O)N2CCc3ccccc32)S(=O)(=O)c2c(C)n[nH]c2C)cc1 | 27% |
| Fc1ccccc1C(c1nnnn1Cc1ccc2c(c1)OCO2)N1CCN(Cc2ccco2)CC1 (stereo unspecified) | -3% |
| Cc1cc(NC(=O)c2cccc(S(=O)(=O)N3CCCC3)c2)no1 | -2% |
| CS(=O)(=O)c1ccc(/C=N\NC(N)=S)cc1 | 3%[5.75 µM] |
| C[C@@H]1CC2(OC(O)[C@]3(C)O[C@H]23)O[C@H]2C[C@@]3(C)[C@@H]4CC[C@H]5C(C)(C)C(O[C@@H]6OC[C@@H](O)[C@H](O)[C@H]6O)CC[C@@]56C[C@@]46CC[C@]3(C)[C@@H]12 (stereo partly specified) | 10% |
| O=c1[nH]c2[nH]c(=S)[nH]c(=S)c2[nH]1 | -5%[5.75 µM] |
| OC(CNCc1ccco1)COc1ccccc1 (stereo unspecified) | 3% |
| CCCCCCCCCCCCCCCCCC(=O)NC[C@@H](COP(=O)([O-])OCC[N+](C)(C)C)OCC | -13% |
| CC(=O)Nc1nnc(C)s1 | 11% |
| C[C@](N)(COP(=O)(O)O)C(=O)O | -1% |

Next section
| canonical_smiles | AmpC det inh |
| --- | --- |
| COC(=O)NC1CCS(=O)(=O)C1 (stereo unspecified) | -3% |
| COc1ccccc1NC(=O)C1=C(C)Nc2nc(CCCO)nn2C1c1ccc2c(c1)OCO2 (stereo unspecified) | -4% |
| CCOc1ccccc1C1C(C#N)=C(SCC(=O)OC)NC(=O)C1C(=O)OC (stereo unspecified) | -7% |
| Cc1cnc(CNc2nc(-c3ccc(N(C)C)cc3)nc3ccccc23)cn1 | 11% |
| CC(=O)c1cc(Cl)ccc1OC(=O)c1ccco1 | 5% |
| COC(=O)c1ccc(C(NC(=O)OCc2ccccc2)/C(=C/[C@@H](C)C(=O)N(C)Cc2cccnc2)c2cccnc2)cc1 (stereo partly specified) | 14% |
| COc1ccc(C(=O)NCCn2cc(SCC(=O)N3CCOCC3)c3ccccc32)cc1 | -4% |
| O=C(COc1ccc(-c2nnco2)cc1)N1CCN(S(=O)(=O)c2ccccc2)CC1 | -3% |
| CCCCOCCCNC(=O)Cc1cccs1 | -3% |
| COc1ccc(S(=O)(=O)N2CCSC2c2ccc(OC)c(OC)c2)cc1 (stereo unspecified) | -3% |
| CC(=O)NCCc1ccc(S(=O)(=O)N2CCOCC2)cc1 | -1% |
| CCCc1cc(C(=O)Nc2cccnc2)no1 | 11% |
| CC1(C)CNC(=O)c2sc(N3CCCCC3)nc2C1 | -3% |
| Oc1ccc(-c2[nH]ncc2-c2ccc(Cl)cc2)c(O)c1 | -1% |
| C[N@@+]1(CC[N@@+]2(C)CCC[C@H]2c2cccnc2)CCC[C@@H]1c1cccnc1 | -2%[5.75 µM] |
| N#CCOc1nc(N2CCOCC2)nc(N2CCOCC2)n1 | -2% |
| CCOC(=O)N1CCC(N2CCN(c3cc(C)ccc3C)CC2)CC1 | 0% |
| Cn1c(=O)c2cc(S(=O)(=O)N3CCOCC3)ccc2n(C)c1=O | -2% |
| O=c1[nH]c2ccc(S(=O)(=O)NCc3ccccn3)cc2s1 | 0% |
| CCN1CCN(C(=O)Nc2cccc3ccccc23)CC1 | 0% |
| O=C1c2ccccc2C(=O)N1c1ccc(-c2nc3ccccc3o2)cc1 | -1% |
| CCOc1cc(-c2nc(-c3ccc(C)nc3OCC)no2)cc(OCC)c1OCC | -5% |
| O=C(NCc1ccc(F)cc1)C1C2C=CC3(CN(Cc4cccnc4)C(=O)C13)O2 (stereo unspecified) | -2% |
| O=C(COc1ccc(Cl)cc1)NCCCn1ccnc1 | -3% |
| Cc1[nH]nc2ncc(C(=O)c3ccccc3O)cc12 | 0% |
| c1ccc2c(CNn3cnnc3)cccc2c1 | -1% |
| O=c1c2cccnc2[nH]c(=S)n1CCCN1CCN(c2ccccc2F)CC1 | 1% |
| O=C(O)Cn1c(=O)oc2cc(S(=O)(=O)N3CCOCC3)ccc21 | 8% |
| CCc1ccc(CCC(=O)Nc2nnc(C)s2)o1 | 14% |
| N#CC(C(N)=O)=C1CCC2(CC1)OCCCCO2 | 18% |
| CCCCCOc1ccc(C(=O)NC(CCC)C(=O)O)cc1 (stereo unspecified) | 14% |
| CCC(=O)Nc1ccc(NC(=O)Cc2ccccc2)cn1 | 14% |
| Cc1cc(Nc2cccc(F)c2)nc(-c2ccccc2O)n1 | 12% |
